Screening data: PubChem, National Center for Advancing Translational Sciences (NCATS)
HT1080-NT tox – kills 2HG-producing HT-1080-NT fibrosarcoma cells. HT-1080-NT fibrosarcoma viability, CellTiter-Glo ATP luminescence, 48 h. Potency, µM (series often up to 46.1 µM), without a hit: top-dose activity, negative = less viability, most hits filed as cytotoxic. 1.6% of 360,000 active. AID 686970;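 also: NT is the 2HG producing partner of a matched IDH1 knockdown line; potency is read from the fitted curve at half-maximal effect; 0% = DMSO-treated cells and -100% = media-only wells without cells; nearly all actives have a fitted effect of over 55% in size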
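HT-1080-NT fibrosarcoma cells (2HG-overproducing), 750 cells/well in RPMI with 5% FBS, dosed after 2 h and incubated 48 h at 37C. CellTiter-Glo luminescence normalized to DMSO and no-cell wells; concentration-response curves fitted and classed.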
IL-1B inflam inh – inflammasome signaling inhibition, IL-1 beta readout | THP-1 LPS/ATP IL-1B secretion, AlphaLISA, 16 h; active compounds read low | 4.7% of 360,000 active | activity change, % at 57.5 µM; in the data active = activity change below about -50%; inconclusive = mostly about -30% to -49%; also: % is scaled to controls: 0 for no effect and ±100 for the full control effect
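Secreted IL-1B measured by AlphaLISA bead assay after 16 h compound exposure of THP-1 cells; compounds (final up to 57.5 uM) added 1 h before LPS (250 ng/mL) and ATP (1.25 mM) stimulation; lower signal means less secretion.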
SW480 rerep – inducers of DNA re-replication in SW480 colon cancer cells; Potency, µM (series often up to 46.1 µM), inactives show top-dose re-replication activation, most hits filed as activators; 1.8% of 340,000 active; SW480 DNA re-replication, Hoechst DNA content imaging, 48 h; AID 624297; also: potency is read from the fitted curve at half-maximal effect; % of control where 0% means no effect; nearly all actives have a fitted effect of over 55% in size
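Cells (250 per well) received 23 nL compound or DMSO by pin tool and were kept 48 hr at 37 C, 5% CO2. Nuclei were then stained with Hoechst for 40 min and scanned for DNA content.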
KB-3-1 tox – kills parental KB-3-1 adenocarcinoma cells; AID 1347075; KB-3-1 viability, CellTiter-Glo ATP luminescence, 72 h; 1.4% of 400,000 active; Potency, µM (series often up to 46.1 µM), without a hit: at the highest dose activity change, negative = cytotoxic, hits mostly cytotoxic; also: potency is read from the fitted curve at half-maximal effect; % is scaled to controls: 0 for no effect and ±100 for the full control effect; nearly all actives have a fitted effect of over 60% in size
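Parental KB-3-1 viability, qHTS format: 72 h compound exposure, 37 °C; CellTiter-Glo; media-only wells and DMSO plates as controls; concentration-effect fits on corrected data.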
ATXN2 expr inh – inhibitors of ATXN2 expression; AID 1745845; 0.72% of 360,000 active; Potency, µM (top dose mostly 57 µM), for the others: top-dose activity change, negative = inhibition, usual class: inhibitors; HEK-293 ATXN2-luciferase reporter, luminescence, 24 h; also: potency is read from the fitted curve at half-maximal effect; % is scaled to controls: 0 for no effect and ±100 for the full control effect; nearly all actives have a fitted effect of over 55% in size
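ATXN2-luciferase reporter cells (luciferase flanked by upstream and downstream ATXN2 gene portions) were treated 24 h at 37 °C with compounds at up to 57 uM. SteadyGlo luminescence gave expression; GF-AFC fluorescence gave viability.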
HT1080 IDH1KD tx – toxicity to HT-1080 IDH1 knockdown cells (counter line). HT-1080 IDH1 knockdown viability, ATP luminescence, 48 h. Potency, µM (series often up to 46.1 µM), for inactives: at the top dose activity, negative = toxicity, usual class: cytotoxic. 2% of 360,000 active. AID 686971;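 also: potency is read from the fitted curve at half-maximal effect; 0% = DMSO wells and -100% = cell-free medium wells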
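HT-1080-IDH1KD cells (IDH1 knocked down), 750/well in RPMI with 5% FBS, treated with compound 48 h at 37 degrees C. Viability by CellTiter-Glo luminescence, normalised to DMSO and no-cell wells; concentration-response curves classed.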
S2 tox – reduces viability in counter-screen for ATXN expression inhibitors | S2 cells (HEK-293 line with an ATXN2-luciferase reporter) viability, CellTiter-Fluor protease fluorescence, 24 h | Potency, µM (doses to about 56.7 µM), usual class: cytotoxic | 0.49% of 400,000 active | AID 651635; also: potency is read from the fitted curve at half-maximal effect; nearly all actives have a fitted effect of over 40% in size
KB-V1 cytotox – kills drug-selected multidrug resistant KB-V1 cells; KB-V1 MDR cells viability, CellTiter-Glo, 72 h; Potency, µM (doses to about 46.1 µM), without a hit: at the highest dose activity change, negative = cytotoxicity, hits mostly cytotoxic; 3.4% of 400,000 active; AID 1347076; also: potency is read from the fitted curve at half-maximal effect; % is scaled to controls: 0 for no effect and ±100 for the full control effect; nearly all actives have a fitted effect of over 60% in size
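Following 72 h at 37 degrees C with compound, KB-V1 cell viability was read by CellTiter-Glo luminescence, medium being phenol-red-free DMEM plus 10% FBS; concentration-response parameters came from normalized, curve-fitted qHTS data.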
MCF10A rerep – induces DNA re-replication in MCF 10a normal breast cells; Potency, µM (doses to about 46.1 µM), for the others: at the highest dose activity, positive = re-replication, actives largely listed as activators; 2.9% of 350,000 active; MCF 10A DNA re-replication, Hoechst nuclear intensity, 48 h; AID 624296; also: potency is read from the fitted curve at half-maximal effect; % of control where 0% means no effect; nearly all actives have a fitted effect of over 50% in size
* hit, by the source's call; i = inactive; ? = inconclusive; nt = no result given; & = joins results of further samples; [ ] = remark or other dose. Unless noted, calls follow the shape of the dose curve; as a rule, active = well fitted curve in the direction sought with a large enough effect; inconclusive = small, poorly fitted or top-dose-only effect, or another doubt; inactive = no such curve, though single readings can be large; an effect the other way counts as inactive or inconclusive.

SMILES	HT1080-NT tox	IL-1B inflam inh	SW480 rerep	KB-3-1 tox	ATXN2 expr inh	HT1080 IDH1KD tx	S2 tox	KB-V1 cytotox	MCF10A rerep
CCOc1ccc(C(=O)NCC(=O)OCCCC(=O)c2ccc(F)cc2)cc1OCC	10%	28	-3%	2%	2%	21%	?	0%	1%
COCCCNS(=O)(=O)c1ccc2[nH]c3c(c2c1)CCCCC3	-20%	31	0%	-14%	nt	0%	i	3%	18%
Cc1ccc(C)c(NS(=O)(=O)c2cc(C(=O)NCCSC3CCCCC3)ccc2C)c1	?	?	?	-6%	?	?	?	?	?
CC(C)C[C@H]1COc2cc(N(C)CCO)ccc2S(=O)(=O)N1	-1%	9	nt	8%	0%	4%	i	?	nt
CN1CCN(C(=O)c2ccc3c(c2)N(Cc2ccc(Cl)cc2)C(=O)c2ccccc2S3(=O)=O)CC1	nt	nt	nt	-3%	-14%	nt	i	6%	nt
O=C(C1=C[C@@H](c2ccc(C(F)(F)F)cc2)C[C@@H](OCCCCO)O1)N1CCN(Cc2ccccc2)CC1	-19%	-20	?	?	?	-4%	?	-26%	?
CC1CCN(c2ccc(NC(=S)NC(=O)c3ccco3)cc2)CC1	-4%	-14	?	-5%	16%	-17%	i	-8%	0%
COC(=O)c1ccc(C(=O)OC)c(NC(=S)N2CCCCC2C)c1 (configuration not stated)	15%	-9	1%	-10%	20%	8%	i	15µM*	1%
CCOC(=O)CC(=O)Nc1ccn[nH]1	-4%	16	-10%	-1%	nt	2%	i	14%	8%
CC(C)OC(=O)c1ccc(COC(=O)c2cnccn2)cc1	7%	11	-2%	9%	-22%	9%	i	0%	-5%
O=C(OCc1ccccc1)N1CCC2CC1c1cc(NCCc3ccccc3)ccc12 (configuration not stated)	-19%	10	?	-25%	56%[activator]	3%	i	0%	8%
COc1cc(NC(=O)CN2C(=O)NC3(CCOc4ccccc43)C2=O)cc(OC)c1 (configuration not stated)	-7%	9	-2%	-7%	11%	-1%	i	4%	0%
O=C(/C=C/c1ccccc1)NCC(=O)N/N=C/c1cccs1	0%	55	13%	19%	6%	19%	i	17%	-1%
CCN(Cc1ccc(OC)cc1)c1ccc(-c2nc(-c3ccncc3)no2)cc1[N+](=O)[O-]	nt	nt	nt	?	-11%	nt	i	?	nt
CCNc1nc(NC(C)C)nc(N(C#N)Cc2ccccc2)n1	-18%	-11	-3%	-24%	3%	-24%	i	-19%	24%
Nc1nc(CSC(=S)N2CCOCC2)nc(Nc2ccc(F)cc2)n1	5%	-11	-37%[inhibitor]	-2%	62%[activator]	-4%	i	16µM*	1%
O=C1c2ccccc2NC(c2ccco2)N1NS(=O)(=O)c1ccccc1 (configuration not stated)	22%	6	10%	2%	-8%	27%	i	-13%	-38%[inhibitor]
CC(C)(C)Cc1c(-c2ccc(Cl)cc2)nc2c(Cl)cc(C(F)(F)F)cn12	17%	5	nt	0%	7%	16%	i	-7%	nt
O=C(O)c1cc(N/N=C/C=C/c2ccccc2[N+](=O)[O-])ccc1Cl	-18%	8	0%	1%	17%	-21%	?	4%	-4%
Cc1cc(C)n(CC(=O)c2ccc(Cl)cc2)n1	0%	17	0%	-6%	-2%	7%	i	-6%	-1%
CCOc1ccc(CCN2CN(C3CCCCC3)CNC2=S)cc1OCC	3%	22	2%	7%	8%	-1%	i	0%	2%
COc1cc(C(=O)c2cc3c(cc2C)OCO3)cc(OC)c1OC	?	79	nt	0.16µM*	-12%	?	?	0.41µM*	nt
Cc1ccc(NC(=O)Cn2nc(C)cc2C)cc1	10%	-12	-10%	-2%	-12%	12%	i	14%	1%
CCOc1ccc(N(CC(=O)N2CCN(Cc3ccccc3)CC2)S(C)(=O)=O)cc1	6%	0	4%	0%	-1%	10%	i	-2%	9%
CCCCOc1ccc(C(=O)OCC(=O)N2CCOCC2)cc1	-4%	10	0%	2%	-6%	-5%	i	8%	-8%

As a short view, part of the list above.
SMILES	HT1080-NT tox	IL-1B inflam inh	SW480 rerep	KB-3-1 tox	ATXN2 expr inh	HT1080 IDH1KD tx	S2 tox	KB-V1 cytotox	MCF10A rerep
Cc1ccc(NC(=O)Cn2nc(C)cc2C)cc1	10%	-12	-10%	-2%	-12%	12%	i	14%	1%
CCOc1ccc(N(CC(=O)N2CCN(Cc3ccccc3)CC2)S(C)(=O)=O)cc1	6%	0	4%	0%	-1%	10%	i	-2%	9%
CCCCOc1ccc(C(=O)OCC(=O)N2CCOCC2)cc1	-4%	10	0%	2%	-6%	-5%	i	8%	-8%

Continued.
SMILES	HT1080-NT tox	IL-1B inflam inh	SW480 rerep	KB-3-1 tox	ATXN2 expr inh	HT1080 IDH1KD tx	S2 tox	KB-V1 cytotox	MCF10A rerep
COc1cc(CN2CCc3ccc(NC(=O)CCc4ccccc4OC)cc3C2)ccc1O	?	0	?	-2%	-15%	-27%	i	-15%	13%
CCOC(=O)N1CCC(NC(=O)C2CCN(c3nc(-c4ccc(OC)cc4)no3)CC2)CC1	7%	11	0%	-26%	-27%	-4%	i	?	14%
CCOC(=O)c1nc(N)c(=O)n(-c2ccc(C)cc2)n1	23%	53	-4%	13%	3%	14%	i	34%	5%
Cc1cccc(NC(=O)C2CCCN(C(=O)NC3CCCCC3)C2)c1C (configuration not stated)	5%	-17	-14%	4%	nt	2%	nt	9%	1%
Cc1nc2sc(C(c3ccccc3)N3CCC(O)CC3)c(O)n2n1 (configuration not stated)	-5%	27	2%	-5%	2%	-1%	i	?	1%
COc1ccc(-c2coc3c(C(=O)NCc4ccco4)cccc23)c(C)c1	18µM*	-26	nt	0%	?	?	?	?	nt
CCOc1ccc(Nc2nc3c(S(=O)(=O)c4ccc(CC)cc4)nnn3c3ccc(Cl)cc23)cc1	nt	nt	nt	5%	4%	nt	i	0%	nt
Cc1nc(Nc2nc3ccccc3o2)nc2c1CCC2	-1%	-22	?	-12%	?	-15%	i	-30%	-125%[0.0737 µM]
O=C(O)c1ccc(Oc2ccc(C(F)(F)F)cn2)cc1	15%	0	-12%	0%	-5%	9%	i	12%	-7%
NC(Cc1ccccc1)C(O)(c1ccccc1)c1ccccc1 (configuration not stated)	-19%	?	-6%	1%	-37%	-28%	i	7%	1%
CN(Cc1ccccc1)C(=O)C1CCCN(c2ncnc3c2nc2n3CCCCC2)C1 (configuration not stated)	-1%	33	-12%	-11%	-7%	-6%	i	-21%	0%
CCN(CC)S(=O)(=O)c1ccc(C(C)NCC(=O)Nc2ccccc2C(=O)NC2CC2)cc1 (configuration not stated)	0%	-3	-1%	15%	1%	0%	?	?	?
O=C(c1ccc(F)cc1)C1CCN(C(=O)NC2CCCCC2)CC1	13%	-11	-3%	6%	-10%	4%	i	?	4%
COCCNC(=O)CCCn1c(=O)c2cc(OC)c(OC)cc2n(CC(=O)Nc2ccccc2OC)c1=O	4%	-12	-8%	0%	nt	0%	?	18%	-1%
Cc1ccc(C)c(NC(=O)c2ccc3c(c2)CCN3S(=O)(=O)c2ccccc2)c1	nt	nt	nt	-1%	3%	nt	i	10%	nt
Cc1nn(C)c(C)c1Nc1ccc(N2C(=O)C3C4C=CC(C4)C3C2=O)cc1[N+](=O)[O-] (configuration not stated)	17%	44	58%	0%	-13%	-1%	i	0%	1%
C=CCOC(=O)C1=C(C)NC(SCC(=O)N(CC)CC)=C(C#N)C1c1ccco1 (configuration not stated)	12%&-2%	-13&-9	-4%&0%	-6%&5%	-10%&-1%	10%&-3%	i	1%&-5%	?
O=C(COC(=O)CNC(=O)c1ccc(Cl)cc1)Nc1ncc(C(F)(F)F)cc1Cl	13%	20	-1%	?	-1%	22%	i	?	-9%
COc1ccc([C@H]2CC(=O)C=C(/C=C/c3ccc(Cl)cc3)C2)cc1	17%	-19	0%	10%	27%	-1%	i	1%	8%
Cc1ccc(CN2CCN(Cc3ccc4cccc(F)c4n3)CC2CCO)cc1 (configuration not stated)	0%	18	?	-7%	-15%	1%	i	0%	?
CNC(=S)N1CCn2cccc2C1c1ccc(F)cc1 (configuration not stated)	-1%	-14	0%	-16%	21%	-22%	i	-10%	6%
COC(=O)C1=C(CSc2nnnn2C)NC(=O)NC1c1cc(C)ccc1C (configuration not stated)	2%	0	-8%	-17%	-5%	-3%	i	0%	1%
Cc1noc2ncnc(Sc3ccc(Cl)cc3)c12	?	-115*	?	?	-20%	4%[9.24 µM]	?	-15%	12µM*
Cc1cc2c3nonc3ccc2n1-c1ccccc1	1%	10	26%	-12%	-8%	-22%	i	0%	20%
Cc1ccc(CCNC(=O)c2ccc(CS(=O)(=O)Cc3ccc(F)cc3)o2)cc1	-7%	-10	-1%	2%	nt	-12%	i	-6%	0%
CCOc1ccc(C2N(c3ccc(Cl)cc3)C(=O)C3CCCN32)cc1OC (configuration not stated)	1%	-24	-1%	5%	-19%	-5%	i	7%	7%

Complete entries from above:
Profile of Cc1ccc(CCNC(=O)c2ccc(CS(=O)(=O)Cc3ccc(F)cc3)o2)cc1 → HT1080-NT tox: -7%; IL-1B inflam inh: -10; SW480 rerep: -1%; KB-3-1 tox: 2%; ATXN2 expr inh: nt; HT1080 IDH1KD tx: -12%; S2 tox: i; KB-V1 cytotox: -6%; MCF10A rerep: 0%
Profile of CCN(CC)S(=O)(=O)c1ccc(C(C)NCC(=O)Nc2ccccc2C(=O)NC2CC2)cc1 (configuration not stated) → HT1080-NT tox: 0%; IL-1B inflam inh: -3; SW480 rerep: -1%; KB-3-1 tox: 15%; ATXN2 expr inh: 1%; HT1080 IDH1KD tx: 0%; S2 tox: ?; KB-V1 cytotox: ?; MCF10A rerep: ?

Rows were taken by chance; any-hit rate near 11%.
